FUS suppressor – qHTS for Suppressors of FUS Proteinopathy: Primary screen using FUS-linked yeast assay; S. cerevisiae FUS-expressing, growth rescue, OD600, 24 h; Potency, µM (top dose mostly 76.6 µM), for inactives: top-dose growth rescue (activation), hits mostly activators; 0.24% of 390,000 active;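 note: potency is the fitted concentration of half-maximal effect; plate controls were DMSO vehicle for no effect and reference control for full effect; nearly all actives have a fitted effect of over 55% in size; some results filed as inactive show a strong effect at the top dose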
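Yeast expressing FUS under galactose induction, OD 0.005 in 2% galactose medium; compounds in a dilution series, 24 h at 30C. Growth rescue by absorbance at 600 nm; CP55940 positive control, DMSO negative.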
EPAC2 ag – qHTS for Agonist of cAMP-regulated guanine nucleotide exchange factor 4 (EPAC2): primary screen | Potency, µM (series often up to 154 µM), without a hit: at the top dose activation, hits mostly activators | AID 720711, 2013 | EPAC2 activation, biochemical qHTS; response scale: 100% = 6.5 mM cAMP response | 0.079% of 360,000 active; note: potency is the fitted concentration of half-maximal effect; nearly all actives have a fitted effect of over 50% in size
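Setup: EPAC2 100 nM, labeled Rap1B complex 250 nM, free GDP 50 uM. Compound titrations pinned in, brief spin, 5 min room temperature incubation. Kinetic fluorescence read over 30 min, normalized to 6.5 mM cAMP.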
D3 ag – qHTS of D3 Dopamine Receptor Agonist: qHTS; D(3) dopamine receptor (Homo sapiens), P35462; D3R DiscoveRx beta-arrestin cells, luminescence, 90 min; max activation, %; 0.58% of 410,000 active; in the data active = max activation above about 30%; note: 0% is about no effect; mostly tested at two doses, the higher about 12 µM
Target sequence (P35462 whole entry, looked up): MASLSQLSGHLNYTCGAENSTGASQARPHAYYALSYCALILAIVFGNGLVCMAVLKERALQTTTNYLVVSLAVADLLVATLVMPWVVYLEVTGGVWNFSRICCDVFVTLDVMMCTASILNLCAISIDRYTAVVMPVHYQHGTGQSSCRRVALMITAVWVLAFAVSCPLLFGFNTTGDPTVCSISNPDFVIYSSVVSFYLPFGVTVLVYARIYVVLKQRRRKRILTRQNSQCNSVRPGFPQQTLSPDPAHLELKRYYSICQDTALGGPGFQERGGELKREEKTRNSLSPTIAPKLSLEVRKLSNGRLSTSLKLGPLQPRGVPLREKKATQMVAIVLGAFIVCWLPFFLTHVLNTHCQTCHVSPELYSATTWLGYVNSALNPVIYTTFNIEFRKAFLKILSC
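Agonist-mode cell screen: cells plated at 1500/well and incubated overnight at 37 °C, then exposed to library compounds for 90 min at 37 °C. Detection reagent was added for 30–60 min at room temperature, and luminescence was read.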
aSyn rescue – qHTS of alpha-syn Inhibitors; Potency, µM (highest dose often 46.1 µM), for inactives: at the highest dose growth rescue (activation), most hits filed as activators; Yeast expressing alpha-synuclein, growth rescue, BacTiter-Glo, 24 h; 0.14% of 370,000 active; note: potency is the fitted concentration of half-maximal effect; % of control where 0% means no effect; nearly all actives have a fitted effect of over 65% in size
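Screening used galactose-induced yeast with toxic alpha-synuclein levels, exposed to compound for 24 hr at 30 deg C. Cell growth, read with BacTiter-Glo luminescence, gave the measured signal.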
D3 antag – qHTS of D3 Dopamine Receptor Antagonist: qHTS; D3R cells, DiscoveRx beta-arrestin luminescence, antagonist mode; hits give low values; max response, negative = inhibition, %; 2.5% of 360,000 active; AID 652054, 2013; in the data active = max response below about -50%; inconclusive = no clear call, values can overlap the other calls; note: % is set by controls: 0 for no effect and ±100 for the full control effect; mostly tested at two doses, the higher about 12 µM
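Cells expressing the human receptor were seeded at 1500 cells/well, incubated overnight at 37 degrees C in 5% CO2, then exposed to library compounds with dopamine controls for 90 minutes at 37 degrees C before luminescent detection.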
EPAC2 antagonist – qHTS for Antagonist of cAMP-regulated guanine nucleotide exchange factor 2 (EPAC2): primary screen. Potency, µM (series often up to 114 µM), inactives show at the highest dose activity, negative = inhibition, hits mostly inhibitors. Rap guanine nucleotide exchange factor 4 (Homo sapiens), Q8WZA2. EPAC2 GEF exchange of Rap1B-BODIPY-GDP, fluorescence. 0.18% of 360,000 active. AID 720708, 2013; note: potency is the fitted concentration of half-maximal effect; % is set by controls: 0 for no effect and ±100 for the full control effect; nearly all actives have a fitted effect of over 45% in size; many of its hits are not listed in these tables
Abeta yeast res – qHTS for compounds that reverse cellular toxicity of Amyloid beta (A-beta) peptide in yeast: Primary Screen; yeast expressing A-beta42, growth rescue, OD600, 48 h; response scale: 0% DMSO, 100% iron-clioquinol control; Potency, µM (doses to about 46.1 µM), for the others: at the highest dose growth rescue, usual class: activators; AID 1347071, 2019; 0.063% of 410,000 active; note: potency is the fitted concentration of half-maximal effect; nearly all actives have a fitted effect of over 55% in size
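Yeast growth medium received pinned compounds, then yeast cells expressing toxic A-beta were added; plates incubated at 30 C for 48 hr. Growth read as absorbance at 600 nm, normalized to DMSO and equimolar FeCl3 plus clioquinol controls.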
TDP43 rescue – qHTS of TDP-43 Inhibitors; 1.8% of 410,000 active; AID 652104, 2013; Potency, µM (doses to about 46.1 µM), without a hit: top-dose growth rescue (activation), most hits filed as activators; TDP-43 expressing yeast growth rescue, BacTiter-Glo, 24 h; note: potency is the fitted concentration of half-maximal effect; % of control where 0% means no effect; nearly all actives have a fitted effect of over 50% in size
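Readout is BacTiter-Glo luminescence of cell growth, so inhibitors register as activators. TDP-43-expressing yeast at OD600=0.02 in galactose medium, after raffinose pregrowth to mid-log, were incubated with compound for 24 hr at 30 deg C.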
Active calls of the source: *; ? = inconclusive; . = no result given; [ ] = another dose, or the depositor's remark. Unless noted, calls come from the whole dose curve; as a rule, active = well fitted curve in the direction sought with a large enough effect; inconclusive = small, poorly fitted or top-dose-only effect, or another doubt; inactive = no such curve, though single readings can be large; an effect the other way counts as inactive or inconclusive.

Sample of the layout, 3 compounds:
smiles | FUS suppressor | EPAC2 ag | D3 ag | aSyn rescue | D3 antag | EPAC2 antagonist | Abeta yeast res | TDP43 rescue
Cc1ccc(CSc2nnc3ccc(-c4ccncc4)nn23)cc1 | -15.1% | 1.2% | -13.8 | -5.0% | -13.3 | -5.0% | -15.0% | 8.7%
CCN1/C(=C2/SC(=S)N(C)C2=O)C=Cc2cc(C)ccc21 | 13.2% | 1.6% | 0.3 | -0.2% | -13.0 | -6.8% | -10.0% | -10.4%
CCCC(C)c1nnc(NC(=O)C2CCCO2)s1 (stereo unspecified) | -0.1% | 8.6% | -5.6 | -15.9% | 5.5 | 0.7% | 12.2% | -0.7%

Results, repeating the preview:
smiles | FUS suppressor | EPAC2 ag | D3 ag | aSyn rescue | D3 antag | EPAC2 antagonist | Abeta yeast res | TDP43 rescue
Cc1ccc(CSc2nnc3ccc(-c4ccncc4)nn23)cc1 | -15.1% | 1.2% | -13.8 | -5.0% | -13.3 | -5.0% | -15.0% | 8.7%
CCN1/C(=C2/SC(=S)N(C)C2=O)C=Cc2cc(C)ccc21 | 13.2% | 1.6% | 0.3 | -0.2% | -13.0 | -6.8% | -10.0% | -10.4%
CCCC(C)c1nnc(NC(=O)C2CCCO2)s1 (stereo unspecified) | -0.1% | 8.6% | -5.6 | -15.9% | 5.5 | 0.7% | 12.2% | -0.7%
COC(=O)C1CCN(C(=O)CN2C(=O)NC3(CCC(C)CC3)C2=O)CC1 (stereo unspecified) | 0.7% | 1.7% | -6.4 | -1.5% | -9.1 | 4.1% | 1.1% | -4.5%
CN(CC(=O)Nc1cc(S(=O)(=O)N2CCCC2)ccc1Cl)Cc1ccc2c(c1)OCO2 | 4.1% | 18.7% | -19.2 | -1.3% | -28.2 | -6.9% | 7.5% | 15.9%
O=C(CCCN1C(=O)c2cccc3cccc(c23)C1=O)NCCN1CCOCC1 | 0.7% | 8.2% | -13.0 | 1.3% | -15.0 | -3.7% | -22.4% | -23.4%
CCc1cc(C(=O)OC)c(NC(=O)CC2Nc3cc(C)c(C)cc3NC2=O)s1 (stereo unspecified) | . | 2.4% | -1.4 | 1.2% | ? | 1.5% | 7.4% | 19.1%
CCCCCCCCN1C(=O)[C@H](CC(=O)NCc2cccs2)C[C@@]2(C(=O)OC)CCCCC=C12 | ? | -3.3% | -6.1 | ? | -8.0 | -21.5% | 9.0% | 1.2%
COc1ccc(N2C(=O)N3[C@H](c4ccc(Br)cc4)[C@@H]4C(=O)N(C(C)(C)C)C(=O)[C@@H]4[C@]3(Cc3ccccc3)C2=O)cc1 | 12.6µM* | 3.4% | -10.5 | -4.5% | -24.0 | 23.2% | 0.4% | 2.3%
COc1cccc(OCCNc2cc(N3CCCCC3)ccc2[N+](=O)[O-])c1 | 3.8% | -1.0% | 0.4 | -2.8% | -12.4 | -4.5% | 5.3% | -7.4%
CC(c1nc2ccccc2n1Cc1ccccc1)n1c(-c2cnccn2)nc2ccccc21 (stereo unspecified) | 34.9% | 1.6% | -3.7 | -5.9% | -5.5 | ? | 8.3% | 22.8%
N#CC(C#N)=C(Nc1ccc(F)cc1)SCc1cccc(F)c1 | 7.2% | 1.7% | 0.7 | 0.5% | 2.8 | -3.0% | 4.4% | -7.7%
C=CCc1c(C)nc2nc(SCC(=O)Nc3ccc(OCC)cc3)nn2c1C | -3.0% | . | 7.4 | . | . | . | -13.4% | 19.9%
CC(C)c1ccc(C2NC(C(=O)O)CS2)cc1 (stereo unspecified) | 12.1% | -5.8% | 0.8 | ? | -23.2 | 21.1%[57.1 µM] | 11.0% | -17.2%
CC(C)N(C(=O)[C@H]1C[C@H](CC(=O)NCCC2=CCCCC2)C(=O)N2CCc3c([nH]c4cc(-c5ccco5)ccc34)[C@]12C)C(C)C | 42.3% | 2.0% | 18.4 | ? | 28.1 | -11.9% | 6.1% | 24.2%
COc1ccc(CN=CC2=C(O)CNC2=O)cc1 | -35.9%[inhibitor] | 15.8% | 7.1 | -7.4% | -11.0 | 18.5% | -1.9% | -4.8%
COc1ccc(N(CC(=O)NCc2ccco2)S(C)(=O)=O)cc1Cl | 16.2% | 5.0% | 2.0 | 2.3% | 17.3 | 7.9% | -1.8% | 13.4%
CCN(C(=O)CSc1ncnc2c1cnn2-c1ccccc1)C1CCS(=O)(=O)C1 (stereo unspecified) | -9.2% | 13.2% | 4.6 | -3.2% | 0.0 | -1.3% | 7.7% | -4.5%
CCN1CCN(c2ccc(NC(=O)c3cc(OC)c(OC)c(OC)c3)cc2)CC1 | -16.9% | 3.0% | -14.6 | -0.8% | -18.4 | 2.7% | 6.9% | 9.1%
O=C(NC1CCCC1)C(c1ccncc1)N(C(=O)c1csnn1)c1cccc(F)c1 (stereo unspecified) | 13.0% | 4.2% | 4.4 | -1.3% | 10.4 | 3.9% | -14.9% | -2.8%
Cc1c(C(=O)N/N=C/c2ccccc2)[nH]c2ccc(Cl)cc12 | -10.5% | -4.9% | -5.5 | -1.4% | -0.8 | 8.4% | -15.5% | 13.1%
Cc1cc(C)cc(C(=O)NC(CC(N)=O)c2ccc(NC3CCCCCCC3)c([N+](=O)[O-])c2)c1 (stereo unspecified) | -31.4% | -10.2% | -5.7 | 0.6% | -7.0 | 4.5% | 3.1% | 2.3%
Cc1cc(C)n(C2CCCCC2OC(=O)c2ccccc2F)n1 (stereo unspecified) | 18.8% | -11.4% | -4.9 | 8.5% | 12.0 | -1.8% | 11.2% | 4.7%
O=C(NC1CCCC1)C(c1ccsc1)N(Cc1ccco1)C(=O)Cc1cccs1 (stereo unspecified) | -6.9% | -19.4% | -14.4 | 11.0% | 0.0 | -10.3% | 21.2% | 4.1%
O=C(CCn1nc(-c2ccc(Cl)cc2)c2ccccc2c1=O)NCCN1CCOCC1 | 9.5% | 1.6% | -6.6 | -2.3% | 0.0 | -1.6% | 3.0% | 7.9%
CCOC(=O)CN1NC2(CCCCCC2)NC1=S | -16.9% | 3.9% | 2.8 | 1.5% | 4.2 | -1.7% | 16.0% | 18.8%
COc1ccc2c(c1)C(=O)C(=O)N2CCS(=O)(=O)c1ccccc1 | 3.1% | 11.3% | -11.8 | -0.6% | -29.8 | -3.9% | 18.8% | 8.7%
O=C(CCCn1ncn2c(cc3occc32)c1=O)NCc1cccc(Cl)c1 | 14.2% | 9.1% | -6.2 | -7.8% | -5.4 | -5.2% | -8.1% | 11.8%
COc1cccc(C2Oc3ccccc3C3CC(c4cccs4)=NN32)c1 (stereo unspecified) | 7.0% | 3.2% | -2.2 | -10.3% | 11.6 | -8.2% | -32.3%[inhibitor] | -2.1%
Cc1ccc(NC(=O)N2CCCn3c(SCC(=O)c4ccccc4)nnc32)cc1 | 9.4% | 9.8% | -1.6 | 0.4% | -22.6 | 6.0% | 7.5% | -2.2%
COC(=O)c1ccc(COC(=O)CNC(=O)c2ccc(OC)cc2)cc1 | -18.0% | 0.7% | 0.3 | 0.3% | 16.6 | -14.8% | -4.1% | 23.5%
CCOC(=O)C1=C(C)N(C[C@@H]2CC[C@@H](Cc3ccc(-c4ccccc4)cc3)O2)C(=O)NC1c1ccc(C(F)(F)F)cc1 (stereo partly specified) | 31.7% | 11.9% | 0.0 | 12.5% | -8.6 | 1.0% | 2.1% | 2.0%
Cc1ccc(N2CCN(C(=O)NC3CCCCC3)CC2)c(C)c1 | 1.6% | -7.1% | -2.1 | 0.9% | 10.5 | -20.4% | -0.7% | 28.3%
CC(C)(C)Cc1nnc(NC(=O)c2ccc3c(c2)OCO3)s1 | -9.4% | 0.8% | -5.2 | 4.1% | 2.0 | -4.4% | -2.7% | 5.9%
COc1ccc(-c2ccc(CCC(=O)O)n2NC(=O)c2ccc(O)cc2)cc1 | 0.0% | -1.8% | -0.2 | -4.9% | -5.6 | 8.6% | -4.5% | -3.2%
COC(=O)C1=C(C)NC(C)=C(C(=O)OC)C1c1ccccc1OCc1c(C)no[n+]1[O-] | -0.8% | 6.5% | -9.7 | ? | 20.4 | -10.2% | 4.0% | -4.9%
COc1ccccc1C(=O)Nc1nc2cc3c(cc2s1)OCCO3 | 4.6% | -2.1% | 17.4 | -2.4% | 0.0 | -0.5% | -3.2% | 0.0%
C[C@H]1CN(Cc2ccccc2)C(=O)[C@@H]1CC(=O)NCc1ccccc1 | -3.5% | 1.5% | -24.5 | -8.6% | ? | -12.1% | -1.0% | ?
O=C(C1COc2ccccc2O1)N(Cc1cccnc1)c1nc2c(Cl)cccc2s1 (stereo unspecified) | 5.7% | . | 4.7 | . | . | . | 13.8% | -4.1%
Cc1ccn2cc(CNS(=O)(=O)c3ccc4ccccc4c3)nc2c1 | 21.0% | -2.3% | -5.2 | 0.6% | -0.7 | -14.2% | -7.3% | -6.6%

Single records, as listed above.
COC(=O)C1CCN(C(=O)CN2C(=O)NC3(CCC(C)CC3)C2=O)CC1 (stereo unspecified) is listed with FUS suppressor = 0.7%; EPAC2 ag = 1.7%; D3 ag = -6.4; aSyn rescue = -1.5%; D3 antag = -9.1; EPAC2 antagonist = 4.1%; Abeta yeast res = 1.1%; TDP43 rescue = -4.5%
CCc1cc(C(=O)OC)c(NC(=O)CC2Nc3cc(C)c(C)cc3NC2=O)s1 (stereo unspecified) is listed with FUS suppressor = .; EPAC2 ag = 2.4%; D3 ag = -1.4; aSyn rescue = 1.2%; D3 antag = ?; EPAC2 antagonist = 1.5%; Abeta yeast res = 7.4%; TDP43 rescue = 19.1%

Following part
smiles | FUS suppressor | EPAC2 ag | D3 ag | aSyn rescue | D3 antag | EPAC2 antagonist | Abeta yeast res | TDP43 rescue
CC(=O)NC(Cc1cccc(F)c1)C(=O)NC1CCN(C(=O)Nc2ccccc2)CC1 (stereo unspecified) | -16.7% | 2.0% | -1.6 | 3.5% | 0.6 | -6.9% | -11.2% | 20.0%
CCOc1ccc(N=C2NC(=O)CS2)cc1 | -8.9% | 11.2% | 7.2 | -3.0% | -4.5 | 4.0% | -8.2% | -3.9%
CC(NC(=O)COc1ccccc1)C(=O)NCc1ccccc1Cl (stereo unspecified) | -11.9% | 5.6% | 2.8 | 2.1% | 7.0 | 4.9% | 8.0% | 23.0%
Cc1cc(Br)cn2c(Cc3cccc(F)c3)c(-c3ccc(Cl)cc3)nc12 | 29.4% | 5.9% | -4.1 | -1.3% | -2.4 | -22.0% | -1.9% | ?

This is a subset; the hit share may differ from the screen's.
